# KDM5B inhibitor = Primary screen for KDM5B Histone Demethylases FDH-coupled qHTS | Lysine-specific demethylase 5B (Homo sapiens), Q9UGL1 | KDM5B demethylase, FDH-coupled NADH fluorescence (FDH is formaldehyde dehydrogenase) | Potency, µM (series often up to 57.7 µM), without a hit: at the top dose activity change, negative = inhibition, usual class: inhibitors | actives 2.6% (n = 220,000) | AID 1347165, 2019; active = well fitted inhibition curve with a large enough effect; inconclusive = small, poorly fitted or top-dose-only effect; inactive = no such curve, though single readings can be large or run the other way; also: 0% is about no effect; nearly all actives have a fitted effect of over 70% in size
# Target sequence (Q9UGL1 whole entry, looked up): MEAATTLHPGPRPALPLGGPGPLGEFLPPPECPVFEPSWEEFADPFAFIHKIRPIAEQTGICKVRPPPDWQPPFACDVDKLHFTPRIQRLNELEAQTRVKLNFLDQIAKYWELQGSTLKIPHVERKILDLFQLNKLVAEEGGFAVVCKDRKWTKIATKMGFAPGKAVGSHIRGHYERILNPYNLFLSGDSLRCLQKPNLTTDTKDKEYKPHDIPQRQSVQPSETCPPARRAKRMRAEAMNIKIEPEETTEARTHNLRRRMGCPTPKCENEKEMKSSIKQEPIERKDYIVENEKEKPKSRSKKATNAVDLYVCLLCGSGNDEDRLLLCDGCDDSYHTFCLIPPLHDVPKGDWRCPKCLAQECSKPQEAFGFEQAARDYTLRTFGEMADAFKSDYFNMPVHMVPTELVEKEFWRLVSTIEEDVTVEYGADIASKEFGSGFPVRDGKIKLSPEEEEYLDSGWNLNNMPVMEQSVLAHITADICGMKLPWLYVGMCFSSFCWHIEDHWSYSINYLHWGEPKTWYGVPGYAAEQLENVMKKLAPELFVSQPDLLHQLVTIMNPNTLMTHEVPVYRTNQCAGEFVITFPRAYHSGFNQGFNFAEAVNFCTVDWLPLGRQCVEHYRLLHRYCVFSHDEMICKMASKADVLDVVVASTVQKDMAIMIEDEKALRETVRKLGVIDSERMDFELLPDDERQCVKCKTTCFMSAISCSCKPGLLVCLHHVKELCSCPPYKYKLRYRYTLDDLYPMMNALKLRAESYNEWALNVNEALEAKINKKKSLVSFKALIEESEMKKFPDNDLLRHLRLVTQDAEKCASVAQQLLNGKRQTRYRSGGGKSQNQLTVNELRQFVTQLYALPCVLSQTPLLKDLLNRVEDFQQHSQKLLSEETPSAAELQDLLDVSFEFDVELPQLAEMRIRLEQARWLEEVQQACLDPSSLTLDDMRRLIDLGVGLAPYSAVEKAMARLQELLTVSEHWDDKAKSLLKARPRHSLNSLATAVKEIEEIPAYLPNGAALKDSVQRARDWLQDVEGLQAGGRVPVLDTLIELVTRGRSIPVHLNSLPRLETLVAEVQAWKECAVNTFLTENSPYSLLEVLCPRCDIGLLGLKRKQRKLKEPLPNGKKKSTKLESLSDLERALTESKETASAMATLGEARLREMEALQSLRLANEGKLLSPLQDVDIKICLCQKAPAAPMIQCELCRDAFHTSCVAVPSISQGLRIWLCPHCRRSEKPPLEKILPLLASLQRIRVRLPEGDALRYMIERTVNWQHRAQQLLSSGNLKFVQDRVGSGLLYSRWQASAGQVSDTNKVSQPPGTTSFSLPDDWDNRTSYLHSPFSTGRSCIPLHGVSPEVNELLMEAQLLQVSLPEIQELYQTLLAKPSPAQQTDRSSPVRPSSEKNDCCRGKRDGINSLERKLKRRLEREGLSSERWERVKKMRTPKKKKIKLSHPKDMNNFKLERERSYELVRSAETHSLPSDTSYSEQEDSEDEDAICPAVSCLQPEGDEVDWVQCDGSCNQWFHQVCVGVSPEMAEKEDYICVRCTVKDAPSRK
#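 Compound dilutions met 200 nM (final) KDM5BΔAP for 10 min at room temperature before substrate addition. The substrate mix held 12.5 µM H3K4me3 with cofactors 25 µM α-ketoglutarate and 50 µM Fe²⁺. NADH signal gain over 30 min defined activity.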
# * marks the source's active call; other numbers are inactive results; ? = inconclusive; & = joins results of further samples; [ ] = dose if it differs, or a comment. Potency is read from the fitted curve at half-maximal effect. Only part of the results is shown; rates above refer to the full screens.
entry	KDM5B inhibitor	structure
1	3%	O=C(Cc1ccc2ccccc2c1)Nc1nccs1
2	?	CC(=O)Nc1ccc(NC(=O)c2c(-c3ccccc3)noc2C)cc1
3	9%	O=C(Cc1c[nH]c2ccccc12)N1CCN(C(=O)NC2CCCC2)CC1
4	12%	COc1ccc(Nc2nc(C(=O)OCC(=O)c3ccc(F)cc3)cs2)cc1
5	-15%	O=C(O)CSc1nnc(-c2ccccc2)c(-c2ccccc2)n1
6	3%	CCn1ccnc1CN1CCCC(CNC(=O)c2cccc(OC)c2OC)C1 (centres undefined)
7	-16%[86.2 µM]	Cn1ccnc1CNC(=O)C[C@@H]1C[C@H]2O[C@H](CNC(=O)NC3CCC3)[C@@H](O)[C@H]2O1
8	?	CCOc1ccc(-c2nc(S(=O)(=O)c3ccccc3)c(NC)o2)cc1
9	-3%	Cc1cc(C(=O)Nc2ccccc2N2CCOCC2)no1
10	?	Cc1nn(CCO)cc1CN1CCN(C(=O)c2ccoc2)CC(O)C1 (centres undefined)
11	11%	CCc1ccc(NC(=O)CSc2c(C)cnc3c2c(=O)n(C)c(=O)n3C)cc1
12	1%[149 µM]	CS(=O)(=O)N1CCN(c2ccc(Cl)nn2)C(=O)C1
13	40µM*	Cc1cc2cc(-c3c(C)noc3C)nc(Nc3ccccc3)c2o1
14	11%	N#Cc1cccc(NC(=O)CN2C(=O)NC(Cc3ccccc3)C2=O)c1 (centres undefined)
15	?	COc1cccc(NC(=O)CN2C(=O)c3cccc4cccc2c34)c1
16	34%	CC(=O)Nc1cccc(NC(=O)CC[C@H]2NC(=O)c3ccccc3NC2=O)c1
17	?	CCC(C)/C(C)=N/Nc1nc2ccccc2[nH]1 (centres undefined)
18	?	O=C(NC(Cc1ccccc1)C(=O)O)/C(=C\c1cccc([N+](=O)[O-])c1)NC(=O)c1ccco1 (centres undefined)
19	-12%	COc1ccc(C(=O)Oc2ccc3c(=O)c(Oc4ccccc4Br)coc3c2)cc1
20	9%	O=C(c1csc(Cc2ccccc2)n1)N1Cc2ccccc2C(O)C1 (centres undefined)
21	-20%	O=C(Cc1cccc(Cl)c1)N1CCc2nc(-c3ccccc3)nc(-c3ccc(Cl)cc3)c2C1
22	25µM*	Cc1cn2nc(-c3nc(C4CCCN(C(=O)c5sccc5C)C4)no3)cc2c(=O)[nH]1 (centres undefined)
23	?	CC(C)CNC(=O)c1coc(COc2ccc3c(c2)C(c2ccccc2)N(C(=O)C(C)C)CC3)n1 (centres undefined)
24	?	CCC(=O)NCc1cc2c(nc1OC)CN(C1CCCC1)C2=O
25	?	COc1ccccc1-c1nc(S(=O)(=O)c2ccc(Cl)cc2)c(N2CCCCCC2)o1
26	-6%	Cc1ccc2oc(=O)cc(CN3CCN(Cc4ccccc4)CC3)c2c1
27	12%	COc1cccc(C(=O)N2CCC(Oc3ccccc3)C2)c1 (centres undefined)
28	-18%	O=C(NCCNCc1c[nH]c2ccccc12)c1ccc(F)cc1
29	13%	CCCCn1c(=O)[nH]c(=O)c2c1nc(COC(=O)C1(c3ccc(Cl)cc3)CC1)n2CC
30	13%	Cc1cc(N2CCC3(CCC(=O)N(CC4CCCO4)C3)CC2)nc(N)n1 (centres undefined)

# Values by screen from the list.
# KDM5B inhibitor, entries 24 to 30: ?, ?, -6%, 12%, -18%, 13%, 13%

# Records 28 to 30 of the list above:
entry	KDM5B inhibitor	structure
28	-18%	O=C(NCCNCc1c[nH]c2ccccc12)c1ccc(F)cc1
29	13%	CCCCn1c(=O)[nH]c(=O)c2c1nc(COC(=O)C1(c3ccc(Cl)cc3)CC1)n2CC
30	13%	Cc1cc(N2CCC3(CCC(=O)N(CC4CCCO4)C3)CC2)nc(N)n1 (centres undefined)

# Quoted from the listing:
# compound 22 in KDM5B inhibitor reads 25µM*
# compound 30 in KDM5B inhibitor reads 13%
# compound 1 in KDM5B inhibitor reads 3%

# (continued)
entry	KDM5B inhibitor	structure
31	16%	CC1C(=O)N(Cc2ncc(-c3ccc(F)cc3)o2)C(=O)N1c1ccccc1 (centres undefined)
32	10%	COc1ccc(C)cc1NC(=O)CC(C)(C(=O)O)c1ccccc1 (centres undefined)
33	31%[activator]	CC(=O)Nc1cc2cc(NS(=O)(=O)c3ccc(Cl)cc3)ccc2oc1=O
34	-28%	Cc1ccccc1N1CCN(C(=O)c2cc3c(s2)CCN(C(=O)c2ccccc2)C3)CC1
35	6%	COCCOC(=O)/C(C#N)=C/c1ccc(O)c(I)c1
36	-13%[115 µM]	CN(C)CC(=O)N1Cc2ccccc2CC2(CCN(CC3CCNCC3)C2)C1 (centres undefined)
37	11%	COc1ccc(C2=NN(C(=O)c3ccccc3)C(c3ccc(OC)c(OC)c3)C2)cc1OC (centres undefined)
38	?	CCN(CC)CCCNc1oc(/C=C/c2ccc(OC)c(OC)c2)nc1C#N
39	1%	COc1ccc(Cl)cc1C(=O)N1CC(F)(F)C[C@H]1c1nc(C)no1
40	9%	COc1ccc(C(=O)N2CCCOCCNC(=O)CC2)c(OC)n1
41	-16%	CCn1nccc1C(=O)N1CCCC(c2noc(COC)n2)C1 (centres undefined)
42	-16%	CCOC(=O)c1ccccc1NC(=O)CSc1nnc(CC)n2c1cc1occc12
43	-5%	O=C1NC2(CCOCC2)C(=O)N1CC(=O)N1CCCc2ccccc21
44	10%	C=CCSc1nc2c(cnn2-c2ccccc2)c(=O)n1N
45	9%	CS(=O)(=O)N1CCOc2ccc(CCC(=O)NCCCN3CCOCC3)cc2C1
46	-22%[86.2 µM]	Cc1ccc(CN2CC[C@H](c3nnc(-c4cccnc4)o3)C2)cc1
47	-6%	Cc1cccc(C)c1-n1nnnc1SCC(=O)N(C)c1ccccc1C(=O)NCc1ccco1
48	-13%	Cc1ccc(CC(=O)N2CCN(C(=O)c3nnn4c3COC(c3ccccc3)C4)CC2)cc1 (centres undefined)
49	17%	CC(C)Cc1ccc(C(C)NC(C)C(=O)NC(N)=O)cc1 (centres undefined)
50	22%[86.2 µM]	C[C@@H](NS(=O)(=O)c1ccccc1)c1onc(-c2ccccc2)c1C(=O)O
51	3%	CCc1c(C(=O)NC(C)C)csc1C
52	5%	COC(=O)C1=C(C)NC(=O)CC1C(=O)Nc1cc(Cl)ccc1C (centres undefined)
53	?	FC(F)(F)c1ccccc1/C=N/Nc1ccc(Cl)c(Cl)c1
54	-17%[149 µM]	Fc1ccc(OC2CN(Cc3ccc(C(F)(F)F)cc3)C2)cc1F
55	6%	O=C1NC(=NC2CCCC2)C2(CCCN([S+](=O)([O-])c3cccc(C(F)(F)F)c3)C2)N1c1cc(F)cc(F)c1 (centres undefined)
56	?	CCOc1ccc(CCNC(=O)c2cnc3sc(N4CCCCCC4)nn3c2=O)cc1
57	?	CCc1ccc(NC(=O)Cn2c(=O)n(CCCCC(=O)NCc3ccccc3Cl)c(=O)c3ccccc32)cc1
58	?	NC(=S)NNc1ccccc1
59	-18%	CC1(C(=O)NC2CCN(Cc3ccccc3)CC2)CCCCC(=O)N1 (centres undefined)
60	35%[activator]	COc1ccc(C2Cn3cnc(C(=O)N4CCC(C(=O)NCC(C)C)CC4)c3CO2)cc1 (centres undefined)
61	-10%	CC(C)COc1cc(=O)n2c(c1C(=O)NCCCn1cccn1)CCCCC2
62	6%[115 µM]	CO[C@H]1COCCN(c2nc3ccccc3o2)C1
63	-13%	Cc1ccc(NC(=O)C2CCCN(S(=O)(=O)c3cccc4cccnc34)C2)cc1 (centres undefined)
64	?	COc1ccccc1NC(=O)Cn1c(=O)n(Cc2cccs2)c(=O)c2cccnc21
65	15%	Cc1cccc(OCc2nn3c(CN4CCOCC4)nnc3s2)c1
66	16%[149 µM]	O=C1NC2(Cc3ccccc31)CN(C(=O)c1ccccc1)C2
67	6%	CCCN(CC1CCOC1)S(=O)(=O)c1ccc(OC)c(OC)c1 (centres undefined)
68	8%	Cc1ccc(/C=N/n2c(-c3cccnc3)n[nH]c2=S)o1
69	7%	COc1ccc(-c2ocnc2C(=O)Nc2c(C)cccc2C)cc1
70	6%	CCOC(=O)N1CCC2(CC1)OC(=O)C(C)=C2C(=O)NCc1cccc(OC)c1
71	14%	O=C(NCC(c1cccs1)N1CCOCC1)c1cc(-c2ccccn2)nc2ccccc12 (centres undefined)
72	-6%	CCCCCSc1nnc(-c2ccc(Br)cc2)o1
73	-6%	CNC(=O)CN1C(=O)COc2ccc(S(=O)(=O)N3CCCCCC3)cc21
74	0%	CCOc1ccc(OCc2ccc(C(=O)Nc3cc(OC)c(OC)c(OC)c3)o2)cc1
75	-22%	CC(Oc1cccc(Cl)c1)c1nc(-c2ccncc2)no1 (centres undefined)
76	?	O=C(Cn1ccn2nc3c(c2c1=O)CCCCC3)Nc1ccccc1C(F)(F)F
77	18%	O=S(=O)(NCCc1ccccc1)c1ccc(-n2cnnn2)cc1
78	-17%	O=C(NC1CCN(c2cc(C(F)(F)F)ncn2)CC1)c1ccccc1F
79	-3%	CCCCN1CC(C(=O)Nc2ccc(C(=O)Nc3ccccc3F)cc2)CC1=O (centres undefined)
80	-24%	Cn1c(COc2ccc(Cl)cc2)nnc1SCCOc1ccc(Cl)cc1
81	-17%	COCCCNC(=O)[C@H]1CN(Cc2ccccc2)C[C@H]1C(=O)O
82	-4%	CC(C(=O)NCCc1ccccn1)C1CCOCC1 (centres undefined)
83	-19%	C[C@H](NC(=O)c1cc(-c2ccccc2)nc2ccccc12)C(=O)O
84	-7%	CCn1ccc2cc(C(=O)N3CCC(=O)N(CC4CC4)C(C(C)C)C3)ccc21 (centres undefined)
85	21%	C/C(=N/Nc1ccccc1C(F)(F)F)c1cccs1
86	-12%	CSc1ccc(Cl)c(C(=O)Oc2ccccc2Cc2ccccc2)c1
87	-15%	COc1cccc(N2CC(C(=O)Nc3ccccc3C(=O)N3CCN(c4ccccc4)CC3)CC2=O)c1 (centres undefined)
88	7%&-10%	CCC(Sc1nc2ccncc2[nH]1)C(=O)Nc1ccc(F)cc1 (centres undefined)
89	31%	O=C(Nc1cccc(Cl)c1)c1cccnn1
90	-20%	COc1ccc(N2CCC(NS(=O)(=O)C3CC3)C2=O)cc1 (centres undefined)

# With a hit mark in KDM5B inhibitor, among the entries above:
entry	KDM5B inhibitor	structure
13	40µM*	Cc1cc2cc(-c3c(C)noc3C)nc(Nc3ccccc3)c2o1
22	25µM*	Cc1cn2nc(-c3nc(C4CCCN(C(=O)c5sccc5C)C4)no3)cc2c(=O)[nH]1 (centres undefined)

# (more compounds)
entry	KDM5B inhibitor	structure
91	-1%	COc1ccnc(CN2C(=O)NC(CCc3ccccc3)(C3CCNCC3)C2=O)c1 (centres undefined)
92	1%	Cc1onc(-c2ccccc2)c1C(=O)N1CCN(S(=O)(=O)c2ccc(Cl)cc2)CC1
93	7%[115 µM]	O[C@H]1[C@H](NCC2CC2)[C@H]2CO[C@H](O2)[C@@H]1N1CCCCC1
94	?	Cc1ccccc1OCC(=O)Nc1ccc2nc(SCC(=O)N(C)c3ccccc3)sc2c1
95	5%	Cn1c(SCC(=O)NC2CCCCC2)nnc1-c1ccncc1
96	1%	CC1(C)Cc2c(cnn2-c2ccccc2)C(NC(=O)CCCN2CCCCC2=O)C1 (centres undefined)
97	14%	O=c1[nH]nc(SCCS(=O)(=O)c2ccc(F)cc2)n1-c1ccccc1
98	-20%	O=C(/C=C/Nc1ccc(Br)cc1F)c1ccc(OC(F)F)cc1
99	-10%&9%	Cc1ccc(NC(=O)Cn2c(-c3nonc3N)nc3ccccc32)cc1Cl
100	8%	N#Cc1ccc(C(=O)OCC(=O)Nc2ccc(N3CCOCC3)cc2)cc1
